Assay outcomes as filed in PubChem.
Lipid storage S3: qHTS Assay for Lipid Storage Modulators in Drosophila S3 Cells | Drosophila S3 cells, BODIPY lipid droplet fluorescence, 18-24 h; cells fed with added oleic acid | lipid storage change, negative = inhibition, % at the top dose, mostly 46.1 µM; hits show Potency in µM | 320,000 compounds, 0.64% hits; active = well fitted inhibition curve with a large enough effect in the signal ratio, with a control signal flat, not every such curve was filed as active; inconclusive = small, poorly fitted or top-dose-only effect, or effect the other way, or a change in a side signal; the % refers to the signal ratio
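Drosophila S3 cells got compounds at several concentrations plus oleic acid (400 uM solution). Laser-scanning cytometry with 488 nm excitation read lipid droplets at 500-530 nm and cells at 575-640 nm. Percent activity was relative to 20 uM Triacsin C.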
Lipid storage S3 cell count max: further read-out of Lipid storage S3, marked with its call; cell number change, %; measured here: cell count max response;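 cells counted by Cell Tracker Red CMTPX staining in the red channel; peak over a dose series mostly up to 46.1 µM; percent activity relative to internal control wells on each plate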
* marks the source's active call; other numbers are inactive results; i = inactive; ? = inconclusive; · = not tested or not shown; [ ] = remark or other dose. % is set by controls: 0 for no effect and ±100 for the full control effect; potency is the fitted concentration of half-maximal effect. The list is partial. The share of hits here may be higher or lower than overall.

The first seven compounds, ahead of the listing:
no.	mol	Lipid storage S3	Lipid storage S3 cell count max
1	CS(=O)(=O)c1ccc(Cl)c(NC(=O)CSc2nnc(C3CC3)n2C2CC2)c1	?	·
2	CCN(CC)S(=O)(=O)c1ccc2c(c1)N(CC(=O)NCC1CCCO1)C(=O)CO2 (stereo unspecified)	i	·
3	Cc1cccc2cc(CN(C(=O)c3cnccn3)C3CCCCC3)c(Cl)nc12	i	·
4	CCc1ccc(C(O)(CC(C)C)C(CN2CCOCC2)c2ccccc2)cc1 (stereo unspecified)	?	·
5	Cc1ccc(NC(=O)c2ccc([N+](=O)[O-])o2)cc1C	?	·
6	CC(/C=C/c1ccccc1)=N/NC(=O)CNC(=O)c1ccccc1F	4.2%	7.7
7	CCOCCCn1c(SCC(=O)Nc2cccc(S(=O)(=O)NC3=NCCCCC3)c2)nc2ccccc2c1=O	?	·

Main list, repeating the preview:
no.	mol	Lipid storage S3	Lipid storage S3 cell count max
1	CS(=O)(=O)c1ccc(Cl)c(NC(=O)CSc2nnc(C3CC3)n2C2CC2)c1	?	·
2	CCN(CC)S(=O)(=O)c1ccc2c(c1)N(CC(=O)NCC1CCCO1)C(=O)CO2 (stereo unspecified)	i	·
3	Cc1cccc2cc(CN(C(=O)c3cnccn3)C3CCCCC3)c(Cl)nc12	i	·
4	CCc1ccc(C(O)(CC(C)C)C(CN2CCOCC2)c2ccccc2)cc1 (stereo unspecified)	?	·
5	Cc1ccc(NC(=O)c2ccc([N+](=O)[O-])o2)cc1C	?	·
6	CC(/C=C/c1ccccc1)=N/NC(=O)CNC(=O)c1ccccc1F	4.2%	7.7
7	CCOCCCn1c(SCC(=O)Nc2cccc(S(=O)(=O)NC3=NCCCCC3)c2)nc2ccccc2c1=O	?	·
8	O=c1c(-c2ccc(O)cc2O)coc2cc(O)cc(O)c12	-14.2%	-22.1
9	O=c1[nH]c(SCc2ccccc2Cl)nc2c1cnn2-c1ccccc1	?	·
10	C=CCCC(=O)N1CCC(n2nccc2NC(=O)c2ccccc2C)CC1	?	·
11	CCN(CC)c1ccc(/C=N/NC(=O)c2cccc(S(=O)(=O)N3CCOCC3)c2)c(O)c1	?	·
12	O=C1NCCN1Cc1cccc(Cl)c1	?	·
13	C=CCOC(=O)C1=C[C@H](c2cn(C(C)=O)c3ccccc23)C[C@H](OCCCCO)O1	13.6%	1.0
14	O=C(NCCS(=O)(=O)N1CCN(c2ccccc2)CC1)C1CC(=O)N(c2ccccc2)C1 (stereo unspecified)	i	-14.3
15	CC1=C(C(=O)N2CCOCC2)C(c2cc(C)ccc2C)NC(=S)N1 (stereo unspecified)	?	·
16	c1ccc(Nc2c3c(nc4ccccc24)CCC3)cc1	9.1%	-1.1
17	CCOC(=O)c1c(NC(=O)COC(=O)c2cnc(C)cn2)sc(C(=O)N(C)C)c1C	-8.7%	-25.0
18	O=C(Nc1ccncc1)c1ccc(C(=O)Nc2ccncc2)cc1	?	·
19	COc1ccc(-c2cc(C(=O)Nc3c(C)n(C)n(-c4ccccc4)c3=O)no2)cc1	?	·
20	NC(=O)c1ccc(NC(=O)CN2CCN(S(=O)(=O)c3ccc4ccccc4c3)CC2)cc1	?	·
21	Cc1nnc2n(-c3ccc(Cl)cc3)c(=O)c3c4c(sc3n12)CN(C)CC4	?	·
22	O=C(CSc1nnc(NC(=O)C2CC2)s1)NCc1ccco1	?	·
23	COC(=O)CSC(C(=O)Nc1ccc(C)c(C)c1)c1ccccc1 (stereo unspecified)	?	·
24	Cc1ccc2c(c1)C(=O)C(=O)N2CC(=O)Nc1ccccc1NC(=O)c1ccccn1	-15.2%	-13.1
25	CCOC(=O)[C@@H]1[C@H]2COc3cc(OC)ccc3[C@@H]2N2C(=O)N(c3cccc(Cl)c3)C(=O)[C@]12C	?	·
26	CCn1c2ccccc2c2cc(NC(=O)COC(=O)c3ccccc3F)ccc21	?	·
27	CC1Cc2ccccc2N1C(=O)CSc1nc2ccccc2s1 (stereo unspecified)	12.8%	·
28	CC(C)CNc1nc(Oc2ccc(=O)[nH]n2)nc(N2CCOCC2)n1	12.2%	25.7
29	O=C(NCCCN1CCCC1=O)c1ccc(NS(=O)(=O)c2ccc(F)cc2)cc1	?	·
30	COC(=O)Cn1cc([N+](=O)[O-])nc1C	?	·

(next part)
no.	mol	Lipid storage S3	Lipid storage S3 cell count max
31	COc1ccccc1NC(=O)c1ccc(S(=O)(=O)N(C)c2ccccc2)cc1	10.3%	-20.1
32	COc1cc(O)c(C(CCN2CCCC(C)C2)c2ccc3c(c2)OCO3)c(OC)c1 (stereo unspecified)	-3.3%	-1.6
33	COc1nccnc1NS(=O)(=O)c1ccc(N=Cc2c(C)[nH]n(-c3ccc(C)c(C)c3)c2=O)cc1	?	·
34	O=C(Cn1c(=O)c2cccn2c2ccc(F)cc21)N1CCN(c2ccc(F)cc2)CC1	i	-13.9
35	O=C(COC(=O)CCC(=O)c1ccccc1)Nc1nnc(-c2ccccc2)o1	?	·
36	O=C(CCc1nnc(Cc2ccc3c(c2)OCO3)o1)NC(c1ccccn1)C(F)(F)F (stereo unspecified)	?	·
37	CCOC(=O)C1CCCN(C(=O)CCc2nnc(-c3ccc(C(C)=O)s3)o2)C1 (stereo unspecified)	i	-9.8
38	Cn1c(SCC(=O)NC2CC2)nnc1C1CC1	i	-3.8
39	O=S(=O)(Nc1ncnc2c1oc1ccccc12)c1ccc(Cl)s1	?	·
40	CCCOC(=O)COC(=O)c1ccccc1NC(=O)c1ccccc1	?	·
41	Cc1cc(N2C(=O)C(=O)/C(=C(/O)c3ccc(F)cc3)C2c2cccc(Br)c2)no1 (stereo unspecified)	?	·
42	O=C(O)c1cc(S(=O)(=O)NC(CO)C(O)c2ccc([N+](=O)[O-])cc2)ccc1Br (stereo unspecified)	?	·
43	COC(=O)C1CCN(C(=O)COC(=O)c2oc3ccc(OC)cc3c2C)CC1	-2.7%	-22.2
44	Cc1ccc(S(=O)(=O)N2CCN(C(=O)COC(=O)/C=C/c3ccccc3)CC2)c(C)c1	?	·
45	COc1ccc(C2C(C(=O)c3ccc(C)o3)=C(O)C(=O)N2Cc2cccnc2)cc1 (stereo unspecified)	?	·
46	CC1CCCN(S(=O)(=O)c2cccc(-c3cn4cccnc4n3)c2)C1 (stereo unspecified)	?	·
47	COc1ccc(NC(=O)/C=C2\SC(=O)NC2=O)cc1	?	·
48	Cc1cccc(C)c1NC(=O)C(C)Sc1n[nH]c(-c2ccncc2)n1 (stereo unspecified)	i	-9.5
49	Cc1sc2ncnc(OCC(=O)N3CCN(S(=O)(=O)c4ccccc4)CC3)c2c1C	4.0%	-6.7
50	CCOC(=O)c1cc(-c2ccccc2C)nn1Cc1cc(C)no1	?	·
51	COc1ccc(S(=O)(=O)N2CCCN(C)CC2)cc1	i	·
52	O=C(CC1CS(=O)(=O)CC1CC(=O)Oc1ccccc1F)Oc1ccccc1F (stereo unspecified)	-7.6%	-4.5
53	CC(c1nnc(Sc2nnnn2-c2ccccc2)n1-c1ccc(F)cc1)N(C)C (stereo unspecified)	?	·
54	COC(=O)c1cccc(C23CC4(C2)[C@H](CN(Cc2cccnc2)[C@@H]4c2ccccc2)C3c2ccc(Cl)nc2)c1 (stereo partly specified)	16.4%	17.9
55	CN(CCC#N)C(=O)COC(=O)/C=C/c1cccs1	?	·
56	O=C(O)c1cccc(Nc2ncnc3ccccc23)c1	25.9µM*	-4.5*
57	CCCCC[C@H]1CN(Cc2ccccc2)C(=O)[C@@H]1CC(=O)NCc1ccc(OC)cc1	?	·
58	O=C(CN1C(=O)NC2(CCCCC2)C1=O)N1CCc2ccccc2C1	?	·
59	CCCOC(=O)C1C2C=CC(C2)C1C(=O)OCC(=O)c1ccccc1 (stereo unspecified)	?	·
60	CCOC(=O)C1CCCN(S(=O)(=O)c2c(C)[nH]c(C)c2C(=O)N2CCCC2)C1 (stereo unspecified)	?	·

The results go on:
no.	mol	Lipid storage S3	Lipid storage S3 cell count max
61	CCOC(=O)N1CCN(S(=O)(=O)c2ccc(OC)c(Cl)c2Cl)CC1	?	·
62	CCN(CC(=O)Nc1ccccc1Br)Cc1nc2ccccc2c(=O)[nH]1	-7.9%	-2.3
63	CCC(Oc1ccccc1)C(=O)Nc1nnc(S(=O)(=O)N2CCCCC2)s1 (stereo unspecified)	i	-7.9
64	O=C(Nc1cccc2ccccc12)N1CCN(c2ccccc2)CC1	i	11.8
65	CN(CC(=O)NCc1ccncc1)S(=O)(=O)c1ccc(F)cc1	?	·
66	COCCNC(=O)C(c1ccncc1)N(C(=O)Cn1nnc2ccccc21)c1ccc(OC)cc1 (stereo unspecified)	22.2%	20.3
67	O=C1C=C(c2ccccc2)CC(/C=C/c2ccccc2)C1 (stereo unspecified)	-5.5%	-2.5
68	COc1ccc(-c2nc(C(N)=O)c3[nH]c(=O)n(-c4cccc(C)c4)c3n2)c(OC)c1	i	·
69	Cc1ccc(C(C)C)cc1S(=O)(=O)Nc1cccnc1	?	·
70	COc1ccc(/C=C(\C#N)C(=O)OCCNC(=O)c2ccncc2)cc1	?	·
71	COc1ccc(C(=O)c2ccc(OC)c(OC)c2)cc1	5.6%	·
72	COc1cc(=O)n(C)c2ccccc12	3.9%	-5.5
73	NS(=O)(=O)c1cccc(NC(=O)COC(=O)Cn2cnc3ccccc32)c1	-2.5%	0.2
74	CC1CN(CCCCOc2ccc(Cl)c3ccccc23)CC(C)O1 (stereo unspecified)	?	·
75	O=C(COc1ccccc1C(=O)O)Nc1ccc(SC(F)F)cc1	-0.6%	-6.5
76	Cc1ccc(NC(=O)CN(C)CC(=O)NC2CCCc3ccccc32)cc1 (stereo unspecified)	?	·
77	COC(=O)c1ccc(CN2C(=O)C3CCCCC3C2=O)o1 (stereo unspecified)	?	·
78	CC1CCCN(C(=O)C(=O)Nc2ccc3nc4n(c(=O)c3c2)CCCCC4)C1 (stereo unspecified)	-4.6%	6.3
79	CC1CCN(c2ccc3nnc(CCC(=O)N4CCN(c5ccccc5F)CC4)n3n2)CC1	?	·
80	C/C(=N\Nc1cc(N2CCOCC2)nc(C)n1)c1ccc(F)cc1	i	-23.7
81	CCOc1ccccc1NC(=O)CSc1nc2ccccc2c(=O)n1CC1CCCO1 (stereo unspecified)	?	·
82	CCN(C(=O)C(C)Sc1ccc(S(=O)(=O)N2CCN(C)CC2)cn1)c1ccccc1 (stereo unspecified)	?	·
83	Cc1ccccc1CC(=O)N1CCCc2ccccc21	?	·
84	CCCCC(=O)Nc1ccc(C(=O)NNC(=O)c2cccs2)cc1	6.0%	9.9
85	O=C(NC1CCCCC1)C(c1ccccn1)N(C(=O)c1csnn1)c1ccccc1F (stereo unspecified)	?	·
86	Cc1ccccc1NC(=O)C1Cc2ccccc2CN1C(=O)OCc1ccccc1 (stereo unspecified)	?	·
87	NC(=O)c1cc(S(=O)(=O)NCc2cccc(Br)c2)cs1	?	·
88	COc1ccc(NC(=O)CSc2nnc(-c3cccs3)n2C)cc1OC	?	·
89	Cc1ccc(NC(=O)COC(=O)CN2C(=O)C3CCCCC3C2=O)cc1C (stereo unspecified)	22.0%	-3.8
90	Cc1cc(NC(=O)C2CCCCC2)nc2c1c(=O)oc1ccccc12	-1.3%	-13.7

The listing continues.
no.	mol	Lipid storage S3	Lipid storage S3 cell count max
91	CC(C)(C)c1ccc(S(=O)(=O)C(C)(C)C)cc1	11.4%	5.0
92	O=c1[nH]n2c(=O)c3c([nH]c2c1N=Nc1ccccc1)CCC3	1.4%	0.7
93	O=C(O)c1ccc2nnn(O)c2c1	-0.4%	18.5
94	Cc1ccsc1C(C(=O)NC(C)(C)C)N(C(=O)c1csnn1)c1ccccc1 (stereo unspecified)	?	·
95	CN(C)CCCn1c(=S)[nH]c2ccccc2c1=O	?	·
96	Cc1ccnc2nc(C(=O)OC(C)C(=O)NCc3ccccc3)nn12 (stereo unspecified)	?	·
97	Cn1c(C(=O)Nc2ccc(Cl)cc2)cc2cc(Cl)ccc21	12.7%	-11.3
98	COc1ccc(NC(=O)CN2C(=O)COc3ccc(S(=O)(=O)N4CCOCC4)cc32)c(OC)c1	i	9.9
99	C/C=C/c1ccc(OCC(=O)OCC2=C(C(=O)OCC)C(C)NC(=O)N2)c(OC)c1 (stereo unspecified)	20.6%[0.0737 µM]	·
100	NC(=O)CC(NC(=O)Cc1ccc(Br)cc1)c1ccc(N2CCN(c3ccccc3)CC2)c([N+](=O)[O-])c1 (stereo unspecified)	-33.8%	-26.8
101	O=C(c1ccco1)c1cc2c(ccc3ccccc32)oc1=O	?	·
102	Cc1sc2c(c1C)C(=O)/C(=C\Nc1ccccn1)S(=O)(=O)N2C	12.9%	-0.2
103	CCC(C(=O)NCCc1ccc(OC)c(OC)c1)n1nc(C)n2c(cc3occc32)c1=O (stereo unspecified)	i	-5.2
104	COC(=O)c1ccc2nc(C(F)(F)F)[nH]c2c1	i	7.2
105	CCCc1cc(=O)oc2cc(C)cc(OCC(=O)NC3CCN(Cc4ccccc4)CC3)c12	19.8%	1.5
106	COc1ccc(C(=O)NC(=S)N2CCN(c3ccccc3OC)CC2)cc1OC	69.2%	35.9
107	COc1cc(NC(=O)COC(=O)CNC(=O)c2cc(C)cc(C)c2)c(C)cc1[N+](=O)[O-]	?	·
108	CSc1cccc(CN2CCCC(CNC(=O)c3ccc(F)cc3)C2)c1 (stereo unspecified)	14.2%	-6.3
109	COc1cccc(C(Nc2ccccn2)c2oc(CO)cc(=O)c2O)c1 (stereo unspecified)	-6.4%	0.9
110	O=C(N/N=C/c1ccc(OCC2COCCO2)cc1)c1ccc(Br)cc1 (stereo unspecified)	?	·
